Screens (PubChem BioAssay)
TSHR antagonist = blocks TSH signaling through the human TSH receptor | TSHR-expressing cells, TSH-stimulated cAMP HTRF, 2 h; active compounds read low | activity change, negative = inhibition, % at 11.5 µM | hit rate 0.2% among 330,000 | AID 504810;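 active means activity change below a set negative limit, meaning inhibition stronger than a set level, cut at about -70% in these data; inconclusive means activity change between two set negative limits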; further: on the % scale 0 is the no-effect control and ±100 the full control effect
Target sequence (P16473 whole entry, looked up): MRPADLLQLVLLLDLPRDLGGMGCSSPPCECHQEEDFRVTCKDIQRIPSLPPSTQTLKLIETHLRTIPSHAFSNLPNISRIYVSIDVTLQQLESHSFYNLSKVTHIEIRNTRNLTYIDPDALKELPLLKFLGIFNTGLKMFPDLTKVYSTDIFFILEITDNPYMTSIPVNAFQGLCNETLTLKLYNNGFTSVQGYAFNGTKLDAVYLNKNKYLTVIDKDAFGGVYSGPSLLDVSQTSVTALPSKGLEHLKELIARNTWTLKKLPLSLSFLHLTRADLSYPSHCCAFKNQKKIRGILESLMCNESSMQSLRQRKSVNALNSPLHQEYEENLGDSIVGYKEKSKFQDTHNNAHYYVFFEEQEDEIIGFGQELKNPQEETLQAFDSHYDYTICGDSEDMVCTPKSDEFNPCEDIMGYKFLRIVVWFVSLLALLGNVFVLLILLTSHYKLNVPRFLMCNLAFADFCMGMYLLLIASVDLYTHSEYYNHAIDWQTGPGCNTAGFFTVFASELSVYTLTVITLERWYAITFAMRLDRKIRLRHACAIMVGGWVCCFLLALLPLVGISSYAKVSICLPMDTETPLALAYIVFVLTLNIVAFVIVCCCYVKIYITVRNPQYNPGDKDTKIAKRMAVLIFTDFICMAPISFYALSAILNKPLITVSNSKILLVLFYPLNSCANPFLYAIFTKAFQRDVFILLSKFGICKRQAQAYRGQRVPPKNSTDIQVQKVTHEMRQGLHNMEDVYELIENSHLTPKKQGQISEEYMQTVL
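TSHR-expressing cells were treated with compounds, then stimulated with TSH at EC80 (4nM final) for 2 hours at 37 deg C. Cellular cAMP was measured by HTRF competition between lysate cAMP and cAMP-d2 for a cryptate-labelled anti-cAMP antibody.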
Mito fusion yeast = blocks mitochondrial division or promotes mitochondrial fusion; hit rate 0.23% among 320,000; S. cerevisiae fusion-defective mutant growth rescue, CellTiterGlo 48 h; Potency, µM (doses to about 46.1 µM), inactives show at the highest dose growth rescue (activation), hits mostly activators;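 further: potency means the concentration at half of the fitted maximal effect; % of control where 0% means no effect; nearly all actives have a fitted effect of over 45% in size; temperature-sensitive fusion mutants such as fzo1-1 at 37 °C on non-fermentable ethanol glycerol medium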
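Compounds are tested for their ability to restore growth of mitochondrial fusion-defective yeast strains at non-permissive 37C in YPEG medium over 48 hours. Viability is quantified by luciferase luminescence.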
PTAP TSG101 blk = blocks PTAP/TSG101 interaction to inhibit HIV-1 budding; Q99816; AID 493005; Potency, µM (doses to about 115 µM), for inactives: top-dose activity change, negative = inhibition, most hits filed as inhibitors; 340,000 tested, under 10 active; Fluorescence polarization, FITC-PTAP peptide / Tsg101 binding; active means well fitted inhibition curve with a large enough effect in the main read-out, with a control signal flat, not every such curve was filed as active; inconclusive means small, poorly fitted or top-dose-only effect, or effect the other way, or a change in a side signal; inactive means no such curve, though single readings can be large or run the other way; further: potency means the concentration at half of the fitted maximal effect; % of control where 0% means no effect
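Fluorescence polarization binding of Tsg101 binding domain (10 uM final) to FITC-labeled PTAP peptide (50 nM final) in HEPES pH 7.5 buffer with NaCl, Tween 20, EDTA, TCEP. Compounds added before peptide; binding 20 min at RT.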
MBNL1 CUG block = blocks human MBNL1 binding to CUG repeat RNA; Q9NR56; TR-FRET MBNL1-His/biotin-(CUG)12 binding, 665/545 ratio; Potency, µM (top dose mostly 57.5 µM), for inactives: top-dose activity change, negative = inhibition, actives largely listed as inhibitors; hit rate 0.036% among 280,000; active means well fitted inhibition curve with a large enough effect in the signal ratio, with a control signal flat, not every such curve was filed as active; inconclusive means small, poorly fitted or top-dose-only effect, or effect the other way, or a change in a side signal; inactive means no such curve, though single readings can be large or run the other way; the % refers to the signal ratio; further: potency means the concentration at half of the fitted maximal effect; on the % scale 0 is the no-effect control and ±100 the full control effect
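Ratiometric TR-FRET (665 over 545 nm, excitation 340 nm) tracks disruption of MBNL1-His/biotin-(CUG)12 complex after 60 min at room temperature, with compounds at 92 nM to 58 uM final.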
TCR act = T cell receptor activation; primary human leukocytes, anti-CD3, IL-2 HTRF, 48 h; Potency, µM (top dose mostly 9.22 µM), for inactives: at the highest dose activation of IL-2 secretion, hits mostly activators; 330,000 tested, under 10 active; further: % of control where 0% means no effect
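IL-2 release read by HTRF sandwich (Eu cryptate donor, d2 acceptor, 665 nm emission) after 48 hr exposure of primary human leukocytes to compound together with anti-CD3 beads in the absence of co-stimulatory signals.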
Menin MLL FP TR = menin-MLL binding inhibition, Texas Red mutant peptide. Menin + Texas Red MLL mutant peptide, fluorescence polarization. Potency, µM (highest dose often 61.6 µM), inactives show top-dose FP activity change, negative = inhibition, usual class: inhibitors. hit rate 0.23% among 270,000. AID 1768; active means well fitted inhibition curve with a large enough effect in the polarisation, with a control signal flat, not every such curve was filed as active; inconclusive means small, poorly fitted or top-dose-only effect, or effect the other way, or a change in a side signal; inactive means no such curve, though single readings can be large or run the other way; the % refers to the polarisation; further: potency means the concentration at half of the fitted maximal effect; % of control where 0% means no effect; many of its hits are not listed in these tables
CXXC DNA block = blocks binding of human MLL CXXC domain to DNA; Potency, µM (series often up to 115 µM), without a hit: at the top dose activity change, negative = inhibition, hits mostly inhibitors; Q03164; MLL-CXXC / FITC-HOXA9 DNA fluorescence polarization; hit rate 0.037% among 290,000; active means well fitted inhibition curve with a large enough effect in the polarisation, with a control signal flat, not every such curve was filed as active; inconclusive means small, poorly fitted or top-dose-only effect, or effect the other way, or a change in a side signal; inactive means no such curve, though single readings can be large or run the other way; the % refers to the polarisation; further: potency means the concentration at half of the fitted maximal effect
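Purified MLL-CXXC (added from a 7 uM solution) was preincubated 5 min at ambient with pinned compounds in 50 mM Tris-HCl pH 7.5, 50 mM NaCl, 1 mM DTT, 0.05% BSA. Fluorescein-labeled HOX-A9 DNA (50 nM solution) followed, 30 min, then polarization read.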
Integrin act MD = activators of alpha7 integrin expression for muscular dystrophy; Potency, µM (highest dose often 38.3 µM), for inactives: at the top dose activation, most hits filed as activators; alpha7betagal myoblasts, beta-gal FDG fluorescence, 48 h; hit rate 0.064% among 350,000;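 further: potency means the concentration at half of the fitted maximal effect; 100% = response of the positive control SU9516; nearly all actives have a fitted effect of over 60% in size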
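alpha7betagal+/- myoblasts (passage 13, 250/well) treated 48 h at 37C with compounds at 1:260 dilution of DMSO stock. Lysed, then beta-galactosidase activity read as FDG fluorescence (ex 480/em 540) after 30 min, with pre-read for autofluorescence.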
AT treatment = potential ataxia-telangiectasia treatment; AID 485349; Potency, µM (highest dose often 57.5 µM), without a hit: at the top dose activation, usual class: activators; […] A-T fibroblasts, KAP-1 phosphorylation AlphaLISA; neocarzinostatin DNA damage 30 min before lysis; hit rate 0.19% among 320,000; further: potency means the concentration at half of the fitted maximal effect; % of control where 0% means no effect; nearly all actives have a fitted effect of over 45% in size
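ATM-like activity read as KAP-1 phosphorylation via AlphaLISA donor/acceptor antibody pairs after lysis and 6 hr at 25C. Cells were ATM-null patient fibroblasts ([…], hTERT), dosed 60 min, then exposed to the DSB inducer NCS for 30 min.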
S-ASM inh = inhibitors of human secretory acid sphingomyelinase. P17405. placental ASM, HMU-PC fluorogenic substrate, 60 min. Potency, µM (doses to about 57.5 µM), inactives show at the top dose activity change, negative = inhibition, most hits filed as inhibitors. hit rate 0.006% among 340,000; further: potency means the concentration at half of the fitted maximal effect
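Steps: dispense placental human ASM, pin compound, wait 10 min at room temperature, add HMU-PC0 substrate at 9 uM final, incubate 60 min at 37 °C, add stop solution raising pH to 10, read fluorescence.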
* hit, by the source's call; [ ] = another dose, or the depositor's remark. Unless noted, the call rests on the fitted dose curve; in most records, active means well fitted curve in the direction sought with a large enough effect; inconclusive means small, poorly fitted or top-dose-only effect, or another doubt; inactive means no such curve, though single readings can be large; an effect the other way counts as inactive or inconclusive. Some of the compounds tested, so the mix of outcomes need not match the whole.

For CCOC(=O)NCC(C)(C)CNC(=O)OCC the results were TSHR antagonist 1, Mito fusion yeast 7%, PTAP TSG101 blk -2%, MBNL1 CUG block 1%, TCR act -4%, Menin MLL FP TR -12%, CXXC DNA block -7%, Integrin act MD -15%, AT treatment 5% and S-ASM inh 4%.
COc1ccc2nc3cccc(OC)c3nc2c1 was read as TSHR antagonist 4, Mito fusion yeast -10%, PTAP TSG101 blk -6%, MBNL1 CUG block inconclusive, TCR act -13%, Menin MLL FP TR inconclusive, CXXC DNA block inconclusive, Integrin act MD -30%, AT treatment -1% and S-ASM inh -2%.
`CS(=O)(=O)c1cccc(C(=O)OCC(=O)Nc2ccc3c(c2)OCO3)c1` gave TSHR antagonist 13, Mito fusion yeast -6%, PTAP TSG101 blk -5%, TCR act 1%, Integrin act MD 6%, AT treatment -3% and S-ASM inh 7%.
`COc1ccc(NC(=O)N2CCCC(c3nc(-c4ccc(F)cc4)no3)C2)cc1` (centres undefined) gave TSHR antagonist -6, Mito fusion yeast 16%, PTAP TSG101 blk 1%, MBNL1 CUG block 0%, TCR act -4%, Menin MLL FP TR -5%, CXXC DNA block -2%, Integrin act MD -13%, AT treatment 1%[11.5 µM] and S-ASM inh 0%.
CCN(CC)S(=O)(=O)c1ccc(-c2nnc(SCC(=O)Nc3ccc4c(c3)OCO4)o2)cc1 was read as TSHR antagonist 10, Mito fusion yeast -3%, PTAP TSG101 blk -6%, MBNL1 CUG block 1%, Menin MLL FP TR 26%, CXXC DNA block -18%, Integrin act MD inconclusive, AT treatment 16% and S-ASM inh -2%.
CC(=O)Nc1ccc(NC(=O)C(C)Sc2n[nH]c(=O)n2Cc2ccccc2)cc1 (centres undefined) was read as TSHR antagonist 14, Mito fusion yeast -9%, PTAP TSG101 blk -3%, MBNL1 CUG block -10%, TCR act -5%, Menin MLL FP TR 3%, CXXC DNA block 4%, Integrin act MD -15%, AT treatment -2% and S-ASM inh 2%.
`CCC(C)Sc1ccc([C@@H]2[C@@H]3C(=O)N(C)C(=O)[C@@H]3[C@]3(C(=O)OC)CCCCN23)cc1OC` (some centres undefined) gave TSHR antagonist 17, Mito fusion yeast 12%, PTAP TSG101 blk -2%, TCR act 2%, Integrin act MD -22%, AT treatment -16% and S-ASM inh -6%.
C[C@H]1CN=C(Nc2ccccc2)N1CCC1CCCC1 was read as TSHR antagonist 12, Mito fusion yeast 1%, PTAP TSG101 blk -3%, MBNL1 CUG block 6%, TCR act 2%, Menin MLL FP TR -9%, CXXC DNA block 7%, Integrin act MD 0%, AT treatment -9% and S-ASM inh 4%.
`O=C(NC(CC(=O)N1CCCC(C(F)(F)F)C1)c1ccccc1)c1ccccc1Cl` (centres undefined) gave TSHR antagonist 5, Mito fusion yeast 3%, PTAP TSG101 blk 4%, MBNL1 CUG block -1%, TCR act -2%, CXXC DNA block 4%, Integrin act MD 21%, AT treatment 0% and S-ASM inh 0%.
Screening CC(=O)Oc1c(C(=O)c2nnc(C)o2)c(=O)n(C)c2ccccc12 returned TSHR antagonist -1, Mito fusion yeast -5%, PTAP TSG101 blk -2%, MBNL1 CUG block 23%, TCR act -1%[46.1 µM], Menin MLL FP TR 4%, CXXC DNA block -2%, Integrin act MD 0%, AT treatment 9% and S-ASM inh 3%.
`CCOC(=O)CSc1nc(=O)n2ccccc2n1` gave TSHR antagonist -7, Mito fusion yeast 4%, PTAP TSG101 blk -1%, MBNL1 CUG block 3%, Menin MLL FP TR 1%, CXXC DNA block -13%, Integrin act MD -7%, AT treatment -3% and S-ASM inh 4%.
For COc1ccc(OCC(=O)OCC(=O)c2ccc(OC)c(F)c2)cc1 the results were TSHR antagonist -30, Mito fusion yeast -4%, PTAP TSG101 blk -4%, TCR act 4%, Integrin act MD inconclusive, AT treatment 5% and S-ASM inh -7%.
For COc1cc(NC(=O)c2ccccc2)c(OC)cc1NC(=O)CN1C(=O)NC2(CCCCC2C)C1=O (centres undefined) the results were TSHR antagonist -9, Mito fusion yeast 8%, PTAP TSG101 blk -1%, TCR act -8%, Integrin act MD 2%, AT treatment -13% and S-ASM inh -1%.
For Cc1cccc(Cc2nnc(CCC(=O)NCc3cn4ccccc4n3)o2)c1 the results were TSHR antagonist -21, Mito fusion yeast 2%, PTAP TSG101 blk -4%, MBNL1 CUG block inconclusive, TCR act 0%, Menin MLL FP TR -12%, CXXC DNA block -10%, Integrin act MD 20%, AT treatment 10% and S-ASM inh 4%.
CC(C)NC(=O)CN(C(=O)CCC(=O)Nc1nccs1)c1ccc(C(C)C)cc1 was read as TSHR antagonist 0, Mito fusion yeast 0%, PTAP TSG101 blk 1%, MBNL1 CUG block 6%, TCR act 5%, Menin MLL FP TR -14%, CXXC DNA block -11%, Integrin act MD 9%, AT treatment 2% and S-ASM inh 4%.
Screening O=C(CSCc1c(Cl)cccc1Cl)NN1C(=O)c2ccccc2C1=O returned TSHR antagonist 1, Mito fusion yeast 1%, PTAP TSG101 blk 0%, MBNL1 CUG block 6%, Menin MLL FP TR 17%, CXXC DNA block 14%, Integrin act MD 25%[7.66 µM], AT treatment 0% and S-ASM inh 0%.
CSc1cc(-c2ccccc2)n(C)c(=O)c1C#N was read as TSHR antagonist 3, Mito fusion yeast -6%, PTAP TSG101 blk -2%, MBNL1 CUG block -4%, TCR act 1%, Menin MLL FP TR -11%, CXXC DNA block -9%, Integrin act MD 13%, AT treatment 7% and S-ASM inh -7%.
Cc1ccc(OCC(=O)Oc2cccc(C)c2)cc1 was read as PTAP TSG101 blk -1%, TCR act 1%, Integrin act MD 5% and S-ASM inh 10%.
For Cc1cc[n+](CC(=O)c2ccccc2)c2ccccc12 the results were TSHR antagonist -10, Mito fusion yeast -3%, PTAP TSG101 blk -1%, MBNL1 CUG block inconclusive, TCR act 4%, Menin MLL FP TR -13%, CXXC DNA block 30%, Integrin act MD -18%, AT treatment -1% and S-ASM inh -3%.
Screening Cc1cc(C)n(-c2ccc(C(=O)Nc3ccc(N4CCOCC4)cc3)cc2)n1 returned TSHR antagonist 24, Mito fusion yeast 5%, PTAP TSG101 blk -2%, MBNL1 CUG block 6%, TCR act 2%, Menin MLL FP TR 4%, CXXC DNA block -2%, Integrin act MD -22%, AT treatment 4% and S-ASM inh -1%.
For COc1ccc(NC(=O)CSc2n[nH]c(-c3ccccc3)n2)cc1S(N)(=O)=O the results were TSHR antagonist -7, Mito fusion yeast -2%, PTAP TSG101 blk -1%, TCR act -3%, Integrin act MD 0%, AT treatment 2% and S-ASM inh 4%.
For O=C(CCSc1ccccc1)N1CCCC1 the results were TSHR antagonist -2, Mito fusion yeast 0%, PTAP TSG101 blk 0%, MBNL1 CUG block 6%, TCR act -1%, Menin MLL FP TR 5%, CXXC DNA block 1%, Integrin act MD 9%, AT treatment -1% and S-ASM inh 8%.
Screening COc1ccccc1NC(=O)Nc1ccccc1N1CCOCC1 returned TSHR antagonist -2, Mito fusion yeast -5%, PTAP TSG101 blk 0%, MBNL1 CUG block 0%, TCR act 11%, CXXC DNA block -7%, Integrin act MD -19%, AT treatment -7% and S-ASM inh 0%.
O=C(CSc1nc2ccccc2o1)N/N=C/c1ccc(C(=O)O)cc1 was read as TSHR antagonist -7, Mito fusion yeast 3%, PTAP TSG101 blk -4%, MBNL1 CUG block 4%, TCR act 1%, CXXC DNA block -6%, Integrin act MD 24%, AT treatment -3% and S-ASM inh 3%.
`CC1CN(C(=O)c2ccc(Cl)c(S(=O)(=O)NCc3ccco3)c2)CC(C)O1` (centres undefined) gave TSHR antagonist -1, Mito fusion yeast -4%, PTAP TSG101 blk -6%, TCR act 10%, Integrin act MD -1%, AT treatment -8% and S-ASM inh 2%.
CCOc1cc2[nH]c(=O)n(CCC(=O)NCCc3ccc(OC)c(OC)c3)c(=O)c2cc1OCC was read as TSHR antagonist 13, Mito fusion yeast -1%, PTAP TSG101 blk -7%, MBNL1 CUG block 0%, TCR act -3%, Menin MLL FP TR -2%, CXXC DNA block 8%, Integrin act MD -13%, AT treatment 0% and S-ASM inh 0%.
